Assay outcomes as filed in PubChem BioAssay.
Vc quorum ag – induces V. cholerae light production without autoinducers; V. cholerae BH1578 lux reporter, luminescence, 6 h; activation, % at 18.7 µM; hit rate 0.16% among 350,000; AID 588436; in the data active = activation mostly above about 9.7%, no sharp cut-off; inconclusive = no clear call, values can overlap the other calls; inactive = mostly below about 3.7%; also: not every result past the cut was called active; inactives centre near 0; reference of the scale not given here
Anthrax LF inh2 – inhibitors of Bacillus anthracis lethal factor protease. P15917. multiplex microsphere protease cleavage assay, LF. inhibition, % at 10 µM. hit rate 0.12% among 360,000; also: plate controls were buffer without enzyme for full effect and enzyme alone for no effect
Target sequence (P15917 whole entry, looked up): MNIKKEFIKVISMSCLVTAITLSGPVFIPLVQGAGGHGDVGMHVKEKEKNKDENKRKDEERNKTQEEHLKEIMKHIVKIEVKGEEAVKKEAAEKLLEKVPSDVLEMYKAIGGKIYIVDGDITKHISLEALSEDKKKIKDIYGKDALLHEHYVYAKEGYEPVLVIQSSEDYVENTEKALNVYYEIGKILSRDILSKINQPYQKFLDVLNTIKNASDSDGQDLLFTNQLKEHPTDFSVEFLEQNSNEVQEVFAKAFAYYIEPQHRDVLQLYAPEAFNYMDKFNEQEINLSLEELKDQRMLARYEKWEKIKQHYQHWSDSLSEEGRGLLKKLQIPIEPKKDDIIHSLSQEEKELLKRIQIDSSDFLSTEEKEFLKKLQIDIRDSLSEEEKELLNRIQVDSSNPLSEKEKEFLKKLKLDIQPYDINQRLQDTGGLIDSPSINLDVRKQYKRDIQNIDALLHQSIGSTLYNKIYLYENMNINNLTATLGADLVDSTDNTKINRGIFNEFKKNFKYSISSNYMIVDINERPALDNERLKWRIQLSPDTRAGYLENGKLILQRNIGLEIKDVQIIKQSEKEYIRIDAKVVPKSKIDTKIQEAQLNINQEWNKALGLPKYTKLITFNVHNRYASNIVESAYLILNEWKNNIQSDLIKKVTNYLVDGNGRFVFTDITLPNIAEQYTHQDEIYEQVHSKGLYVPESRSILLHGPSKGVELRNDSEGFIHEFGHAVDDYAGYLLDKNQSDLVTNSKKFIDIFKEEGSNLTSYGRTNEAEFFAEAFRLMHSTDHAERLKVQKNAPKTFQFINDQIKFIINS
Y pestis TopoI – Y. pestis Topo-I inhibition via cleavage products; Y. pestis Topo-I cleavage product accumulation, plate reader; activity, % at 10 µM; hit rate 0.064% among 360,000; AID 504884; in the data active = activity above about 50%, passing the limit was not always enough; inconclusive = no clear call, values can overlap the other calls; also: inactives centre near 2
BoNT A protease – BoNT A light chain protease inhibition; multiplex microsphere protease substrate cleavage, flow cytometry; inhibition, % at 10 µM; hit rate 0.17% among 360,000; AID 588499; also: plate controls were buffer without enzyme for full effect and enzyme alone for no effect
CCHF vOTU inh – blocks the CCHF virus ovarian tumor domain protease | CCHFV vOTU protease, Pep-AMC fluorescence | inhibition, % at 11.5 µM | hit rate 0.55% among 370,000 | AID 651958; in the data active = inhibition above about 30%; also: 0% = vehicle wells with enzyme and 100% = no enzyme wells
3CLpro inhibitor – SARS-CoV 3CLpro protease inhibition. inhibition, % at 6 µM. AID 1706. recombinant SARS-CoV 3CLpro, quenched FRET peptide cleavage. hit rate 0.14% among 290,000. P0C6X7; in the data active = inhibition above about 12%
TcdB inh – TcdB glycohydrolase inhibition. AID 652162. inhibition, % at 9.99 µM. hit rate 0.24% among 350,000. TcdB glycohydrolase enzymatic assay, plate reader. P18177; in the data active = inhibition above about 10%
DUSP3 inh – inhibitors of human VHR1 phosphatase (DUSP3); P51452; recombinant VHR phosphatase, pNPP absorbance; inhibition, % at 13.3 µM; hit rate 0.52% among 290,000; AID 1654; in the data active = inhibition above about 50%; also: some compounds called inactive have numbers as strong as hits
SSB-PriA inh – K. pneumoniae PriA-SSBct interaction inhibition; AlphaScreen SSBct-PriA binding, biotinylated peptide; inhibition, % at 33 µM; hit rate 0.6% among 430,000; AID 1272365; in the data active = inhibition mostly above about 37%, no sharp cut-off; inactive = mostly below about 20%;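 also: plate controls were negative control peptide for no effect and reference peptide for full effect; strong numbers were not always called active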
PfHsp40 yeast – compounds rescuing yeast from Plasmodium falciparum HSP40 toxicity; S. cerevisiae expressing PfHsp40, growth rescue, ATP luminescence; growth rescue, % at 12.5 µM; hit rate 0.68% among 340,000; in the data active = growth rescue above about 28%, passing the limit was not always enough; inconclusive = no clear call, values can overlap the other calls;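 also: yeast W303a lacking pdr1 and pdr3 grown in galactose medium; growth measured after three days at 30 °C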
Starred values were filed as active, the others as inactive; i = inactive; ? = inconclusive; nt = no result given; & = joins results of further samples. Rule as the data show it, unless noted: active = inhibition above about 30%; inconclusive = no clear call, values can overlap the other calls; inactive = below that.

SMILES	Vc quorum ag	Anthrax LF inh2	Y pestis TopoI	BoNT A protease	CCHF vOTU inh	3CLpro inhibitor	TcdB inh	DUSP3 inh	SSB-PriA inh	PfHsp40 yeast
CCC1=C([N+](=O)[O-])C(c2ccc3c(c2)OCO3)NC(=O)N1 (stereo unspecified)	-0.9	1	18	-2.3	-8	3	2.5	19	-7	-0.3
CCOc1ccc(CNC(=O)Cn2nc(C)n3nc(-c4ccccc4)cc3c2=O)cc1	-0.3	-4	10	1.1	-6	-2	0.8	6	-1	-0.9
CC1=CC(c2ccc(Cl)cc2)n2nc(NC(=O)c3ccccc3)nc2N1 (stereo unspecified)	-0.8	-3	10	-1.2	-4	5	nt	19	3	8.0
O=C(N/N=C/c1ccc(F)cc1)c1ccncc1	-0.6	7	6	0.4	-7	2	-0.5	-8	nt	-0.1
Cc1nnc(SCC(=O)NCc2ccco2)[nH]c1=O	-3.8	2	0	-0.2	-4	0	nt	-4	-8	-1.1
O=C(Cn1nnc(-c2ccccc2F)n1)Nc1ccc2c(c1)OCO2	i	-6	0	1.4	9	-1	0.9	9	-12	0.2
COc1ccc(OCC(=O)NC2CCCc3ccccc32)cc1 (stereo unspecified)	-0.5	9	2	3.5	13	-1	0.9	18	-19	0.2
CCCc1nnc(NS(=O)(=O)c2ccc(C)cc2)o1	i	-9	5	-0.1	13	nt	1.3	nt	0	-1.0
CCOc1ccc(NC(=O)C(C)N2C(=O)c3ccccc3C2=O)cc1 (stereo unspecified)	i	nt	-1	nt	-1	3	0.3	35	-4	-2.2
COc1ccccc1NS(=O)(=O)c1cccc(C(=O)NCC(c2ccco2)N2CCCC2)c1 (stereo unspecified)	1.5	-2	11	-1.2	6	nt	1.5	nt	-2	-0.6
O=C(NCc1nnc2c(C(F)(F)F)cc(Cl)cn12)c1ccco1	-0.4	1	4	-1.9	15	2	-0.3	25	-11	0.7
Cc1ccc(NC(=O)CC2SC(=Nc3ccc(O)cc3)NC2=O)cc1 (stereo unspecified)	-0.4	2	1	-2.0	-9	-1	0.6	24	-15	-1.6
CCN(CC)CCNS(=O)(=O)c1ccc(C(=O)NN)cc1	-3.1	-3	-1	-0.2	-7	0	-7.2	22	3	-1.1
COc1cc(C(=O)NC2CCN(Cc3ccccc3)CC2)cc(Cl)c1OC(C)C	-9.4	-9	-4	-2.8	-17	-7	0.3	2	12	1.1
CCN(C(=O)CCc1nc(-c2ccccc2F)no1)c1cc(OC)ccc1OC	-0.4	-4	41	-0.2	8	-4	nt	-10	-2	0.0
CCN1CCc2c(OCC(=O)Nc3ccccc3)cccc2C1=O	4.5	-2	1	-0.6	12	0	-0.8	14	-1	0.5
Cn1cc(/C=C2\SC(=O)NC2=S)c2ccccc21	-1.6	4	-4	0.1	14	-10	0.2	12	36	0.7
CCOC(=O)N1CCN(c2ccc(C(=O)CC)cc2F)CC1	i	-1	3	-0.1	-1	0	nt	27	-24	0.9
COCC(C)NC(=S)Nc1ccccc1[N+](=O)[O-] (stereo unspecified)	i	8	-2	0.1	-7	2	-1.1	-4	5	-0.5
Cc1cc(/C=C2\C(=O)NC(=O)N(Cc3ccccc3)C2=O)c(C)n1-c1ccc(Cl)c(C(=O)O)c1	i	-2	-6	-0.8	8	-2	-2.5	18	-7	-0.4
CCOC(=O)CNC(=O)CSc1nc(-c2ccccc2)ns1	-1.5	2	-7	-0.4	-3	-1	9.6	15	-13&-5	0.3
O=C(CCCn1c(=O)[nH]c2cc(Cl)ccc2c1=O)N1CCC2(CC1)OCCO2	-0.2	0	3	0.0	14	1	-2.4	3	5	-0.5
Cc1ccc(NC(=O)COC(=O)CCCC2=NS(=O)(=O)c3ccccc3N2)cc1C	-0.2	-4	10	-1.9	12	0	0.1	-14	-11	1.7
CC(C)NC(=O)CCNS(=O)(=O)c1ccc(Br)cc1	i	-1	-4	-2.6	0	-2	nt	0	-5	-0.1
COc1cccc(-c2cnc3c(NC=O)cc(-c4ccc(O)c(OC)c4)cn23)c1	0.2	-2	23	-0.2	-8	nt	0.8	nt	nt	nt
CCOC(=O)N1CCN(C(=O)Nc2ccc3nc(C)sc3c2)CC1	-6.7	8	4	1.4	-6	0	nt	-6	-24	1.2
COC(=O)C1=C(c2cc3ccccc3o2)C[C@@H]2CC[C@H]1N2C(=O)N1CCCCC1	i	-8	?	0.5	-4	nt	nt	nt	4	0.1

Gathered by group: the compounds so far with an NH in an aromatic ring (two)
SMILES	Vc quorum ag	Anthrax LF inh2	Y pestis TopoI	BoNT A protease	CCHF vOTU inh	3CLpro inhibitor	TcdB inh	DUSP3 inh	SSB-PriA inh	PfHsp40 yeast
Cc1nnc(SCC(=O)NCc2ccco2)[nH]c1=O	-3.8	2	0	-0.2	-4	0	nt	-4	-8	-1.1
O=C(CCCn1c(=O)[nH]c2cc(Cl)ccc2c1=O)N1CCC2(CC1)OCCO2	-0.2	0	3	0.0	14	1	-2.4	3	5	-0.5

Structural class: the entries above with sulfur (11)
SMILES	Vc quorum ag	Anthrax LF inh2	Y pestis TopoI	BoNT A protease	CCHF vOTU inh	3CLpro inhibitor	TcdB inh	DUSP3 inh	SSB-PriA inh	PfHsp40 yeast
Cc1nnc(SCC(=O)NCc2ccco2)[nH]c1=O	-3.8	2	0	-0.2	-4	0	nt	-4	-8	-1.1
CCCc1nnc(NS(=O)(=O)c2ccc(C)cc2)o1	i	-9	5	-0.1	13	nt	1.3	nt	0	-1.0
COc1ccccc1NS(=O)(=O)c1cccc(C(=O)NCC(c2ccco2)N2CCCC2)c1 (stereo unspecified)	1.5	-2	11	-1.2	6	nt	1.5	nt	-2	-0.6
Cc1ccc(NC(=O)CC2SC(=Nc3ccc(O)cc3)NC2=O)cc1 (stereo unspecified)	-0.4	2	1	-2.0	-9	-1	0.6	24	-15	-1.6
CCN(CC)CCNS(=O)(=O)c1ccc(C(=O)NN)cc1	-3.1	-3	-1	-0.2	-7	0	-7.2	22	3	-1.1
Cn1cc(/C=C2\SC(=O)NC2=S)c2ccccc21	-1.6	4	-4	0.1	14	-10	0.2	12	36	0.7
COCC(C)NC(=S)Nc1ccccc1[N+](=O)[O-] (stereo unspecified)	i	8	-2	0.1	-7	2	-1.1	-4	5	-0.5
CCOC(=O)CNC(=O)CSc1nc(-c2ccccc2)ns1	-1.5	2	-7	-0.4	-3	-1	9.6	15	-13&-5	0.3
Cc1ccc(NC(=O)COC(=O)CCCC2=NS(=O)(=O)c3ccccc3N2)cc1C	-0.2	-4	10	-1.9	12	0	0.1	-14	-11	1.7
CC(C)NC(=O)CCNS(=O)(=O)c1ccc(Br)cc1	i	-1	-4	-2.6	0	-2	nt	0	-5	-0.1
CCOC(=O)N1CCN(C(=O)Nc2ccc3nc(C)sc3c2)CC1	-6.7	8	4	1.4	-6	0	nt	-6	-24	1.2

Not all compounds are listed (hit frequency here may not be typical).
